# Sm TGR inh = blocks Schistosoma mansoni thioredoxin glutathione reductase. purified TGR, DTNB reduction, TNB absorbance 405 nm. Potency, µM (highest dose often 114 µM), without a hit: top-dose activity change, negative = inhibition, most hits filed as inhibitors. hit rate 3% among 360,000. AID 485364; note: nearly all actives have a fitted effect of over 60% in size
#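 TGR 20 nM + NADPH 100 uM (dispensed conc.), cpd preinc 15 min RT; start with NADPH (500 uM addition) then DTNB (15 mM addition). Kinetic TNB absorbance, 405 nm filter. Four-parameter Hill fit across titration.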
# HCV inhibitor = inhibitors of hepatitis C virus infection; Huh7.5.1 HCVcc-Cre infection, luciferase reporter, 44 h; Potency, µM (highest dose often 41.8 µM), for inactives: at the top dose activity change, negative = inhibition, hits mostly inhibitors; hit rate 3.4% among 340,000
#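 Infectious HCVcc-Cre (~0.5 moi) was added to cells just after compound, with cells seeded 4 h earlier at 1,000 per well. Luciferase activity after 44 h culture reported infection; substrate was incubated 15 min at room temperature before reading.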
# Tb PYK inh = inhibitors of Trypanosoma brucei pyruvate kinase | Q57TT1 | TbPYK enzyme, Kinase-Glo Plus ATP luminescence, 45 min | Potency, µM (doses to about 76.8 µM), for the others: at the top dose activity, negative = inhibition, hits mostly inhibitors | hit rate 0.12% among 410,000 | AID 624173; note: nearly all actives have a fitted effect of over 50% in size
#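 Activity of T. brucei pyruvate kinase was followed by Kinase-Glo Plus luminescence after the enzyme reacted 45 min at room temperature with 130 uM ADP (final) and substrate. Test compounds were added before ADP at multiple concentrations.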
# Pf growth 96h = P. falciparum growth inhibition at 96 hour, primary screen for plastid delayed-death inhibitors; AID 504834; P. falciparum luciferase reporter growth, 96 h; Potency, µM (top dose mostly 28.7 µM), for inactives: at the top dose activity change, negative = inhibition, most hits filed as inhibitors; hit rate 6.9% among 320,000
#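 Two parasite generations (96 h, 37 C, 5% CO2) of compound exposure in infected erythrocytes (0.05% parasitemia, 2% hematocrit). Luciferase-reporter P. falciparum; decreased luminescence indicates inhibited growth, aimed at apicoplast-acting delayed death.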
# Pf growth 48h = inhibits P. falciparum growth in the first generation, 48 h | P. falciparum luciferase growth in erythrocytes, 48 h | Potency, µM (highest dose often 28.7 µM), for inactives: at the top dose activity change, negative = inhibition, most hits filed as inhibitors | hit rate 5.9% among 310,000 | AID 504832
#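 Growth was read as firefly luciferase luminescence after a 48 h, 37 C, 5% CO2 exposure of compounds to reporter-bearing P. falciparum cultures (0.1% parasitemia, 2% hematocrit final) in Albumax-supplemented RPMI 1640.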
# LmPK inh = blocks Leishmania mexicana pyruvate kinase activity | AID 1721 | Q27686 | purified LmPK, Kinase-Glo ATP luminescence, 1 h | hit rate 0.37% among 290,000 | Potency, µM (series often up to 57.5 µM), for inactives: at the highest dose activity change, negative = inhibition, hits mostly inhibitors
# Target sequence (Q27686 whole entry, looked up): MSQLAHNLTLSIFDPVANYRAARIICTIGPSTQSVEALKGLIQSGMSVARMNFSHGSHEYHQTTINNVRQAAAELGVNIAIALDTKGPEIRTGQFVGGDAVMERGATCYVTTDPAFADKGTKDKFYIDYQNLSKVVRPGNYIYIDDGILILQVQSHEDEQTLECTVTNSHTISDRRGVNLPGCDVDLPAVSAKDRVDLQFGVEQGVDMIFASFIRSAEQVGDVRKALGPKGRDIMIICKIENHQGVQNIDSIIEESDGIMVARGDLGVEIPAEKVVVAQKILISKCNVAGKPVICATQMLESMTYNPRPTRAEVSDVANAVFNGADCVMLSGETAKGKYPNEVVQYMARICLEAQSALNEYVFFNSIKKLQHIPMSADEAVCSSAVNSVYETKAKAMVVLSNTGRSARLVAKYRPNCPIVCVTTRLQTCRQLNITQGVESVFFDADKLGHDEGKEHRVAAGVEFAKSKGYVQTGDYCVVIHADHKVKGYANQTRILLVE
#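 In 50 mM imidazole pH 7.2 with 7 mM MgCl2, LmPK (0.1 nM) turned over PEP (0.5 mM) and ADP (0.1 mM) for 1 h at room temperature. Luciferase read-out of ATP.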
# The depositor's hits bear a star; ? = inconclusive; · = not tested or not shown; & = joins results of further samples; [ ] = another dose, or the depositor's remark. Calls come from the whole dose curve; as a rule, active = well fitted curve in the direction sought with a large enough effect; inconclusive = small, poorly fitted or top-dose-only effect, or another doubt; inactive = no such curve, though single readings can be large; an effect the other way counts as inactive or inconclusive. % is set by controls: 0 for no effect and ±100 for the full control effect; potency is the fitted concentration of half-maximal effect.
# Field names: A = Sm TGR inh; B = HCV inhibitor; C = Tb PYK inh; D = Pf growth 96h; E = Pf growth 48h; F = LmPK inh
CCOc1ccc(NC(=O)COc2ccc3c(c2)CCC3)cc1OC
  A = -3% | B = -14% | C = 2% | D = 0% | E = -1% | F = ·
CCOC(=O)c1c(-c2ccccc2)csc1NC(=O)c1ccc(N2C(=O)CCC2=O)cc1
  A = 6% | B = -13% | C = -2% | D = 104%[activator] | E = 42% | F = 7%
CCOC(=O)c1c(C)c(-c2ccccc2)n(CC(=O)NCCCN(CC)CC)c1C
  A = 4% | B = -25% | C = 2% | D = 172%[activator] | E = -9% | F = 0%
CC(C)c1ccc(/C=C2\NC(=O)NC2=O)cc1
  A = 2% | B = 12% | C = 0% | D = -19% | E = 34%[activator] | F = -1%
COc1ccc(C(=O)Nc2ccccc2C(=O)Nc2cccc(C)n2)cc1
  A = 0% | B = ? | C = -9% | D = 59%[activator] | E = 27% | F = 1%
NC(=O)CCCSc1nc2ccccc2[nH]1
  A = -16% | B = 14% | C = 1% | D = 16% | E = 3% | F = -5%
O=C(NC1CCCCC1)Oc1ccccc1
  A = 25% | B = -3% | C = -5% | D = 0% | E = 57%[activator] | F = -8%
Cc1ccc(NC(=O)c2cccc(OCc3c(C)noc3C)c2)c(C)c1
  A = 5% | B = ? | C = -2% | D = ? | E = -14% | F = 3%
Cc1nnc(SCCCN2C(=O)c3ccccc3C2=O)o1
  A = ? | B = 16% | C = -3% | D = · | E = 8% | F = 1%
Cc1cc(C(=O)N/N=C/c2cccc3ccccc23)c(C)o1
  A = -25% | B = -20% | C = 1% | D = ? | E = 39%[activator] | F = -4%
COc1ccc(-c2csc(NC(=S)NC(=O)/C=C/c3ccc(C(C)C)cc3)n2)cc1OC
  A = 2% | B = ? | C = 4% | D = ? | E = ? | F = 5%
CCOc1ccccc1NC(=O)NCc1ccccc1F
  A = 12% | B = 11µM* | C = -2% | D = 1% | E = 0% | F = 0%
CCOc1ccc(-c2nonc2NC(=O)c2ccco2)cc1OCC
  A = -6%&-8% | B = -21% | C = 2%&1% | D = ? | E = 0.37µM* | F = -9%
Cc1cc(OCC(=O)NCCCN2CCOCC2)c2c(C)cc(=O)oc2c1
  A = -11% | B = -11% | C = 3% | D = 46%[activator] | E = 23% | F = -6%
COC(=O)C1=CO[C@@H](OC2OC(CO)C(O)C(O)C2O)[C@@H]2C(CO)=CC[C@H]12 (stereo partly specified)
  A = -4% | B = -5%[8.37 µM] | C = 0% | D = -2% | E = -5% | F = 1%
Cn1c(=O)oc2cc(S(=O)(=O)N3CCC4(CC3)OCCO4)ccc21
  A = -2% | B = 15% | C = -12% | D = ? | E = -19% | F = -9%
COc1cccc(NC(=O)Cn2c(=O)n(CCC(=O)NC3CCN(Cc4ccccc4)CC3)c(=O)c3ccccc32)c1
  A = 2% | B = ? | C = -1% | D = 15µM* | E = ? | F = 1%
Cn1c(C(=O)c2ccccc2[N+](=O)[O-])nc2ccccc21
  A = · | B = -2% | C = 0% | D = -22% | E = 10% | F = 1%
COc1cccc(/C=N/NC(=O)C(=O)NCc2ccco2)c1O
  A = -2% | B = 1% | C = 2% | D = 0% | E = -25% | F = -3%
Cc1n[nH]c(=O)nc1NCCN(C)C
  A = -28% | B = 26% | C = -7% | D = · | E = 22% | F = -1%
CC(=O)c1cc2c(cc1N/C(=N/S(=O)(=O)c1ccccc1)c1ccc(Cl)cc1)OCO2
  A = 5%&-3% | B = 1% | C = 1%&-6% | D = 16% | E = ? | F = 6%
O=C(CO/N=C1\CCCc2nonc21)Nc1ccccc1Cl
  A = 0% | B = -5% | C = -1% | D = -28% | E = ? | F = -2%
Cc1ccccc1N/C(SCc1ccc(Cl)cc1)=C(/C#N)C(=O)NCc1ccco1
  A = 8% | B = -26% | C = 1% | D = ? | E = ? | F = 2%
Cc1c(CC(=O)O)c(=O)oc2cc(OCc3ccc(F)cc3Cl)ccc12
  A = 13% | B = 4% | C = -1% | D = 14% | E = 47%[activator] | F = 12%
CCOc1ccc(OCC)c(NC(=O)C2CCN(c3cnccn3)CC2)c1
  A = 8%&-6% | B = -7% | C = -3%&-7% | D = ? | E = ? | F = 10%

# Some of the entries above in another layout.
SMILES	Sm TGR inh	HCV inhibitor	Tb PYK inh	Pf growth 96h	Pf growth 48h	LmPK inh
COc1cccc(NC(=O)Cn2c(=O)n(CCC(=O)NC3CCN(Cc4ccccc4)CC3)c(=O)c3ccccc32)c1	2%	?	-1%	15µM*	?	1%
Cn1c(C(=O)c2ccccc2[N+](=O)[O-])nc2ccccc21	·	-2%	0%	-22%	10%	1%
COc1cccc(/C=N/NC(=O)C(=O)NCc2ccco2)c1O	-2%	1%	2%	0%	-25%	-3%
Cc1n[nH]c(=O)nc1NCCN(C)C	-28%	26%	-7%	·	22%	-1%
CC(=O)c1cc2c(cc1N/C(=N/S(=O)(=O)c1ccccc1)c1ccc(Cl)cc1)OCO2	5%&-3%	1%	1%&-6%	16%	?	6%
O=C(CO/N=C1\CCCc2nonc21)Nc1ccccc1Cl	0%	-5%	-1%	-28%	?	-2%
Cc1ccccc1N/C(SCc1ccc(Cl)cc1)=C(/C#N)C(=O)NCc1ccco1	8%	-26%	1%	?	?	2%
Cc1c(CC(=O)O)c(=O)oc2cc(OCc3ccc(F)cc3Cl)ccc12	13%	4%	-1%	14%	47%[activator]	12%
CCOc1ccc(OCC)c(NC(=O)C2CCN(c3cnccn3)CC2)c1	8%&-6%	-7%	-3%&-7%	?	?	10%

# The listing continues.
# Field names: A = Sm TGR inh; B = HCV inhibitor; C = Tb PYK inh; D = Pf growth 96h; E = Pf growth 48h; F = LmPK inh
Cc1cc(=O)oc2ccc(OCC(=O)N(Cc3ccc(F)cc3)Cc3ccco3)cc12
  A = 18µM* | B = 3.2µM* | C = 2% | D = ? | E = 10µM* | F = -1%
C=CCn1c(C)cc(C(=O)COC(=O)c2cncc(Br)c2)c1C
  A = ? | B = -7% | C = -6% | D = 98%[activator] | E = 250%[activator] | F = ·
C=CCn1c(O)c(C=NCCCOc2ccc(CC)cc2)c(=O)[nH]c1=S
  A = -13% | B = ? | C = -8% | D = -11% | E = ? | F = 3%
COc1cccc(NC(=O)CN(C)C(C)C(=O)Nc2cc([N+](=O)[O-])ccc2Cl)c1 (stereo unspecified)
  A = 5% | B = -22% | C = 0% | D = -17% | E = -16% | F = -7%
Cn1c(=O)[nH]c(=O)c2c1nc(N1CCCCCC1)n2CCCSc1nnnn1-c1ccccc1
  A = -2% | B = -11% | C = · | D = 2.3µM* | E = ? | F = -1%
COc1ccc(N(CC(=O)NCc2cccnc2)S(=O)(=O)c2ccccc2[N+](=O)[O-])c(OC)c1
  A = 1% | B = 2% | C = 3% | D = 0% | E = -15% | F = 4%
COc1cccc(C(O)CC(N)=O)c1 (stereo unspecified)
  A = -21% | B = -3% | C = -3% | D = 25% | E = 12% | F = 2%
OC(COc1ccccc1)CN1CCOCC1 (stereo unspecified)
  A = -21% | B = ? | C = -1% | D = 12µM* | E = -15% | F = -9%
COC(=O)C1CSC(c2ccc(Cl)cc2)N1C(=O)c1ccccc1 (stereo unspecified)
  A = · | B = -27% | C = -1% | D = -19% | E = -4% | F = 8%
CCN1CCCC1CNC(=O)C(=O)Nc1ccc(OC)cc1 (stereo unspecified)
  A = 5% | B = 5% | C = 0% | D = 47%[activator] | E = 57%[activator] | F = -4%
CC(Oc1ccc(Cl)cc1Cl)C(=O)Nc1cccc(O)c1 (stereo unspecified)
  A = · | B = 5% | C = -7% | D = ? | E = 0% | F = 0%
CN1c2ccccc2C(=O)/C(=C\Nc2ccc(F)cc2F)S1(=O)=O
  A = 13% | B = 0% | C = -5% | D = -16% | E = -1% | F = 2%
Cc1nc[nH]c(=O)c1Br
  A = 19% | B = 27% | C = -4% | D = 10% | E = 24% | F = -9%
O=C1CSC(=Nc2cccc([N+](=O)[O-])c2)N1
  A = 6% | B = 8% | C = 6% | D = 1.7µM* | E = -18% | F = 0%
O=C1CC(c2cccc([N+](=O)[O-])c2)c2cc3c(cc2N1)CCC3 (stereo unspecified)
  A = 2% | B = ? | C = 2% | D = -8% | E = ? | F = 2%
CN(C)C(Cc1ccccc1)C(=O)c1c[nH]c2ccccc12 (stereo unspecified)
  A = -14% | B = -5% | C = -7% | D = ? | E = · | F = -1%
COc1ccc(-c2cc(=O)oc3cc(OCC(=O)N[C@@H](Cc4c[nH]c5ccccc45)C(=O)O)ccc23)cc1
  A = -3% | B = -22% | C = 3% | D = 31%[activator] | E = 3% | F = -7%
C1CC2OC2CC1C1CO1 (stereo unspecified)
  A = -13% | B = -4% | C = 3% | D = 55%[activator] | E = 10% | F = ·
Cc1ccc(-c2c(C(=O)N/N=C/c3ccoc3)nnn2-c2nonc2N)cc1
  A = 4% | B = ? | C = -1% | D = 3.3µM* | E = 9.3µM* | F = 1%
O=C(CSc1nnc(NC(=O)C2CCC2)s1)Nc1ccc(N2CCOCC2)cc1
  A = -5% | B = -10% | C = -2% | D = -23% | E = 3% | F = 4%
COc1ccc(NC(=S)NCCCCCC(=O)C[N+](=O)[O-])cc1
  A = 20µM* | B = 0% | C = -26% | D = ? | E = ? | F = 6%
CSc1nnc(-c2ccccc2N=Cc2c(C)[nH]n(-c3ccccc3)c2=O)c(=O)[nH]1
  A = -12% | B = -7% | C = -9% | D = 27% | E = 2% | F = -4%
COc1ccc(C(=O)OCC(=O)Nc2cc(C)on2)c(OC)c1OC
  A = 4% | B = -12% | C = 1% | D = 4% | E = 22% | F = 3%
O=C(CSc1nnc(-c2ccc(Cl)cc2)n1-c1ccccc1)N/N=C/c1ccccc1C(=O)O
  A = 2% | B = -6% | C = 3% | D = ? | E = -35%[5.75 µM] | F = 2%
COc1ccc(CNC(=O)CCSc2nc(-c3ccc4c(c3)OCO4)cc(C(F)(F)F)n2)cc1
  A = 0% | B = ? | C = -27% | D = ? | E = ? | F = 5%
CCSc1nnc(NC(=O)C2C3C=CC(C3)C2C(=O)O)s1 (stereo unspecified)
  A = 2% | B = 1% | C = 0% | D = ? | E = · | F = 5%
CC1CCc2sc(C(=O)NCC(c3ccco3)N3CCCCC3)cc2C1 (stereo unspecified)
  A = -11% | B = ? | C = 3% | D = ? | E = 7.4µM* | F = ·
Cc1nn(-c2nnc(C)c(=O)[nH]2)c(C)c1SCC(=O)Nc1ccc(F)cc1
  A = -1% | B = 11% | C = -6% | D = 9% | E = -1% | F = -1%
Nc1ccccc1-c1nnn(CC(=O)Nc2ccc3c(c2)OCCO3)n1
  A = -2% | B = 5% | C = -15% | D = 21% | E = -3% | F = -5%
CCOc1ccc(NC(=O)c2ccccc2OCC(=O)c2ccc(C)cc2)cc1
  A = 0% | B = 8% | C = 1% | D = · | E = 20% | F = 1%
C=CCn1cnc2scc(-c3ccc(OC)cc3)c2c1=O
  A = -25% | B = -28% | C = -4% | D = ? | E = 33%[activator] | F = 0%
Cn1c(C(=O)OCC(=O)NCc2ccc(F)cc2)cc2occc21
  A = -31% | B = -24% | C = -11% | D = 25% | E = 2% | F = ·
COc1cccc(C(=O)N(Cc2nc(-c3cccc(C)c3)no2)C(C)C)c1OC
  A = -9% | B = ? | C = -3% | D = ? | E = -7% | F = 2%
CCOC(=O)N1CCN(c2ncnc3nc[nH]c23)CC1
  A = 0% | B = 8% | C = 12% | D = 9% | E = 7% | F = -1%
CN(CCNC(=O)c1ccc(CS(=O)(=O)c2ccc(Br)cc2)o1)CCc1ccccc1
  A = -3% | B = -4% | C = -18% | D = ? | E = -15% | F = -3%
